High-throughput results (PubChem)
BCLXL inh = inhibitors of human Bcl-xL; Q07817; GST-Bcl-xL / FITC-Bim BH3 peptide fluorescence polarization; inhibition, % at 10.9 µM; hit rate 0.7% among 320,000;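 active means inhibition above the mean of all tested compounds plus 3 SD, cutoff set per campaign, cut at about 30% in these data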;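 further: 0% = DMSO wells and 100% = unlabeled Bim-BH3 peptide competitor; inhibitors lower millipolarization by displacing the labeled peptide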
CR mimetic SO = yeast age-related superoxide inhibition as caloric restriction mimetic; S. cerevisiae aged cells, superoxide DHE fluorescence; hits give low values; superoxide response (% of plate mean), % at 10 µM; AID 2690; hit rate 0.18% among 330,000;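 active means superoxide response under a set limit, about three screen SD below normal, cut at about 65% in these data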;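 further: yeast aged for seven days with compound at 30 °C before DHE staining; 100% = average MFI of all compound-treated wells on the plate with controls excluded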
GRK2 aptamer HTS = inhibitors of human GRK2 displacing RNA aptamer. bead flow cytometry, FAM-aptamer displacement from GRK2. inhibition of aptamer binding, % at 10 µM. hit rate 0.59% among 330,000;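 active means inhibition of aptamer binding above 40%, roughly 3 SD of noise, on plates passing a quality check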;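 further: median bead fluorescence of bound FAM aptamer so fluorescent compounds give negative values; no value below 0 was filed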
MCL1 BIM primary = MCL1-BIM-BH3 interaction inhibition (human). Q07820. GST-MCL1 / FITC-Bim-BH3 fluorescence polarization. inhibition, % at 10.9 µM. hit rate 0.68% among 320,000. AID 2057;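 active means inhibition above the mean inhibition of all tested compounds plus 3 SD, set per campaign, cut at about 40% in these data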;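 further: 0% = DMSO wells and 100% = unlabeled Bim-BH3 peptide control; higher means more loss of mP so more displacement of Bim peptide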
MEX-5 binding = C. elegans MEX-5 TCR-2 RNA binding activity. MEX-5/FITC-TCR2 RNA binding, fluorescence polarization; hits give low values. activity score (negative = inhibition of binding), % at 10 µM. hit rate 0.38% among 300,000;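 active means inhibition past about -25% in most replicates, and total fluorescence under double the plate's negative control median, limit read from the data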;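 further: 0% = DMSO and -100% = 5 µM competing unlabeled TCR2 RNA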
Target sequence (Q9XUB2 whole entry, looked up): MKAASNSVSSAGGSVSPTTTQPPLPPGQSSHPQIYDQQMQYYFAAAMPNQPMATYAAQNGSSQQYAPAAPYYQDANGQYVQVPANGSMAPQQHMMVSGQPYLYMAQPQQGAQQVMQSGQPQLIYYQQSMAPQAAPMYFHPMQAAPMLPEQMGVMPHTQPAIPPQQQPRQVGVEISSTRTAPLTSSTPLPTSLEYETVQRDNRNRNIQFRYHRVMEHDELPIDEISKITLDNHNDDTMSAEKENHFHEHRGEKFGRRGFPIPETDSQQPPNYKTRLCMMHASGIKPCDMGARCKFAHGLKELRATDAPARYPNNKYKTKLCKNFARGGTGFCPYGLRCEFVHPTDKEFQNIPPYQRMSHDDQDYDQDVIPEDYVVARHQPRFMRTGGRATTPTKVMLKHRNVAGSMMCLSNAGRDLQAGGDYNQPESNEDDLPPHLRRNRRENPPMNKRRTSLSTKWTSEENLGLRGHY
CIT2 TOR yeast = modulators of TOR pathway CIT2-GFP in S. cerevisiae; GFP response vs DMSO, % at 10 µM; hit rate 0.065% among 320,000; S. cerevisiae CIT2-GFP strain, flow cytometry, 3 h; 100 means same as DMSO wells;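 active means GFP response relative to DMSO above a set limit, near the screen mean plus 3 SD, cut at about 150% in these data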;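 further: ratio of well median GFP fluorescence to mean of DMSO wells on the plate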
VLA-4 inh = inhibition in a human VLA-4 binding assay. P13612. VLA-4 expressing cells, ligand binding flow cytometry. inhibition, % (about 7 µM as worked out from the volumes in the protocol). hit rate 0.2% among 330,000. AID 2557; in the data active means inhibition above about 50%
GLD-1 RNA inh = GLD-1-TGE RNA interaction inhibition (C. elegans); Q17339; purified GLD-1 + fluorescein TGE RNA, fluorescence polarization; inhibition, % at 5.96 µM; hit rate 0.44% among 320,000;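 active means percent inhibition above a per-plate cutoff, the plate mean of test compounds plus 3 SD, cut at about 30% in these data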;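 further: 0% = DMSO wells with GLD-1 and probe and 100% = wells lacking GLD-1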
Target sequence (Q17339 whole entry, looked up): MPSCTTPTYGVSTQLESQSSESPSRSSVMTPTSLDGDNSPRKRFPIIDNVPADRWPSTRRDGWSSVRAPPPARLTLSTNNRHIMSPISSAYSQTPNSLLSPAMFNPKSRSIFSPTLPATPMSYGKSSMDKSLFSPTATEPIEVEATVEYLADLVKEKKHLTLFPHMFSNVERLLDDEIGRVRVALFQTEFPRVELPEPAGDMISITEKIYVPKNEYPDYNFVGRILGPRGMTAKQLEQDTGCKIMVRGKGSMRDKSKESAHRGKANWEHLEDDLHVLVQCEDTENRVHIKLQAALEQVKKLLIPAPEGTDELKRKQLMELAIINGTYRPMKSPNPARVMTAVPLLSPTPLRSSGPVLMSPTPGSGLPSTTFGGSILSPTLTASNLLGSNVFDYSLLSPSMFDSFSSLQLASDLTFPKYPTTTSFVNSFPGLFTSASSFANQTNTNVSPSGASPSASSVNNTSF
AGP1 TOR yeast = alters AGP1-GFP fluorescence in TOR pathway yeast screen | S. cerevisiae AGP1-GFP multiplex flow cytometry, 3 h; GFP as percent of DMSO wells | GFP response vs DMSO, % at 10 µM | hit rate 0.02% among 320,000 | AID 2066;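 active means GFP response relative to DMSO above a set limit, near screen average plus 3 SD, cut at about 150% in these data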;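 further: median GFP channel fluorescence of the gated AGP1 strain per well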
* marks the source's active call; other numbers are inactive results; / = not tested or not shown. Compounds as they come; any-hit rate near 2.1%.

SMILES	BCLXL inh	CR mimetic SO	GRK2 aptamer HTS	MCL1 BIM primary	MEX-5 binding	CIT2 TOR yeast	VLA-4 inh	GLD-1 RNA inh	AGP1 TOR yeast
Cc1cc(C(=O)COC(=O)c2ccc(Cl)c(S(N)(=O)=O)c2)c(C)n1CC1CCCO1 (centres undefined)	-2	108	1	-7	0.1	100	2	-1	104
Cn1c(=O)cc(NCCc2ccccc2)[nH]c1=O	-3	91	3	-1	0.2	104	15	-2	101
COc1cc2ccc3c(CCN(C)C)cc(OC)c(OC)c3c2cc1OC	-7	104	0	-7	-4.8	102	7	0	103
CCCCN(CCCC)CCCNC(=O)C12CN(Cc3ccccc3)CC1C(c1cccc([N+](=O)[O-])c1)=NO2 (centres undefined)	4	109	0	10	1.1	92	-10	3	93
COc1ccc(/C=N/NC(=O)c2cc(C)on2)c2ccccc12	5	96	2	9	0.1	98	-12	-9	94
COC(=O)Cn1c2ccccc2c2nc(C)sc21	1	75	0	3	-0.5	94	-3	7	96
CCC(NC(=O)NCc1cccnc1)(C(F)(F)F)C(F)(F)F	-1	104	0	-9	0.8	95	38	-3	104
COc1cc(/C=C/C(=O)OCC(=O)Nc2cc(S(=O)(=O)N3CCOCC3)ccc2Cl)cc(OC)c1OC	/	91	0	/	/	94	6	2	97
CC(=O)c1c(C(C)=O)c(C)n(-c2nc(-c3ccccc3)c(C)s2)c1C	2	93	0	3	-0.7	92	4	6	87
O=C(NC1c2ccccc2-c2ccccc21)c1ccco1	5	88	2	0	2.7	88	0	6	96
COc1ccc(N2CCN(C3CCCCC3NS(=O)(=O)c3ccc(Cl)cc3)CC2)cc1 (centres undefined)	-2	102	2	-2	0.0	98	15	-12	100
O=c1[nH]nc(-c2cccs2)c2ccccc12	5	105	2	0	-0.3	/	11	-3	100
C=CCn1c(SCC(=O)Nc2cc(C)on2)nnc1-c1ccccc1F	/	103	5	/	/	102	2	0	105
Cc1cccc(OCC(=O)NCC(=O)N/N=C/c2ccc([N+](=O)[O-])cc2)c1	0	106	0	-7	-1.4	90	11	0	83
CCOC(=O)c1c(NC(=O)C2CC2)sc(C)c1CC	4	110	2	4	1.6	99	5	6	97
CCOC(=O)C1=C(C)NC2=C(C(=O)CC(c3cccs3)C2)C1c1cccs1 (centres undefined)	1	102	0	0	1.5	97	-10	3	104
COc1ccc(Nc2ccc([N+](=O)[O-])c3nonc23)c(OC)c1	-2	94	2	-11	-0.2	105	-7	3	100
COc1cc(OC)cc(C(=O)Oc2ccc(/C=N/Nc3nc4ccccc4s3)cc2OC)c1	6	107	1	-5	1.1	104	22	1	102
CCN(CC)c1ccc(NC(=O)CN2CCN(CC(=O)Nc3ccccc3OC)CC2)cc1	5	100	0	5	2.9	106	-1	-2	101
CCc1ccc(NC(=O)C2CC(=O)N(C(C)C)C2)cc1 (centres undefined)	9	92	3	14	-4.2	113	-2	-4	108
C=C(Br)Cn1c(CCCC)nc2ccccc21	2	93	1	11	1.5	104	18	2	99
Cc1ccc(N=C2N=C(N)c3ccccc32)cc1C	5	99	0	1	-0.3	104	1	1	103
Cc1ccc(NC(=O)NC2CCN(S(=O)(=O)c3ccc(F)cc3)CC2)cc1	4	96	2	5	-0.3	89	0	-4	90
COc1cccc(NC(=O)CN(C)C(=O)c2cc3c(s2)CCC3)c1	-7	99	5	25	-1.7	96	8	7	104
COP(C)(=O)c1c(C)nn(-c2ccccc2)c1C (centres undefined)	2	106	0	-6	0.8	99	-15	5	89
COc1ccc(-c2[nH]ncc2/C=N/NC(=O)c2ccc(Br)cc2)c(OC)c1	2	87	0	-5	0.0	97	-2	-3	93
CCN(C1CCCCC1)S(=O)(=O)c1cc2c3c(c1)CCN3C(=O)CC2	6	95	2	4	2.4	105	3	5	113
COc1ccc(OC)c(NC(=O)CN2C(=O)C3(OCCCO3)c3ccccc32)c1	4	71	0	7	-2.0	104	-2	-5	/
O=C(NCC1CCCO1)c1cc(-c2ccccc2)nc2ccccc12 (centres undefined)	6	100	4	9	-0.1	93	-3	4	102
O=C(c1ccc(CNS(=O)(=O)c2ccc(Br)cc2)cc1)N1CCCCCC1	-1	86	0	-5	/	104	5	0	102
NC(=O)c1c(NC(=O)C2CCCO2)sc2c1CCCC2 (centres undefined)	7	96	3	14	-1.3	101	14	-4	97
CC(=O)Nc1ccccc1C(=O)N1CCN(c2cccc(C)c2C)CC1	3	82	1	7	-0.4	109	13	-1	104
CCN(C(=O)CCc1nnc2ccc(N3CCC4(CC3)OCCO4)nn12)c1ccccc1	2	76	1	5	-1.8	102	-11	-1	101
O=C(c1cc(-c2cccc(O)c2)on1)N1CCCCCC1	6	106	1	2	1.5	106	-2	2	107
NCCCC[C@@H](C(=O)N1CCNCC1)n1cc(CCC(=O)O)nn1	6	108	6	-7	-1.5	102	47	0	108
COC(=O)c1nc(NC(C)=O)n[nH]1	6	101	1	-4	-0.8	110	27	-1	112
CCOc1ncccc1C(=O)Nc1cc(S(=O)(=O)N2CCCCC2)ccc1OC	2	97	6	-2	/	94	-88	2	103
Nc1c(Cl)cc(C2=NCCn3nc4cc([N+](=O)[O-])ccc4c32)cc1Cl	5	110	0	-2	/	107	-5	-1	98
CCOc1ccc(-c2nnn(CC(=O)NCc3ccco3)n2)cc1OCC	0	102	1	2	2.7	95	7	-1	94
CS(=O)(=O)N(CC(=O)NCCSCc1ccccc1)c1ccccc1	5	105	0	0	1.1	103	9	-1	110
COc1ccc(C2=NOC(C(=O)NCCCN3CCOCC3)C2)cc1 (centres undefined)	1	103	2	2	2.1	102	-9	11	99
CC(NC(=O)[C@H](C)NC(=O)C1CC(=O)N(c2ccc3c(c2)OCO3)C1)c1ccccc1 (some centres undefined)	0	94	0	1	2.6	97	5	-1	96
CC1CC(C)CN(c2oc(Cc3ccccc3)nc2C#N)C1 (centres undefined)	-2	90	0	-1	0.1	102	-3	3	105
Cc1ccc(S(=O)(=O)Nc2ccc3c(c2)n(C)c(=O)n3C)cc1	-1	97	1	-5	-1.1	101	8	-2	97
CC(C)(C)OC(=O)CNC(=O)c1[nH]cnc1C(=O)NC1CCNCC1	/	84	0	/	/	91	11	5	99
O=C(Nc1ccccc1)OCc1cnc(Cl)s1	4	116	2	-2	-2.8	93	0	4	76
C=CCn1c(SCC(=O)NCC)nc2sc3c(c2c1=O)CCC3	7	104	0	2	0.5	103	-4	6	103
C=CCn1c(Cn2nnc3ccccc32)nnc1SCC(=O)N/N=C/c1cc(Br)cc(OC)c1O	2	98	0	3	-0.8	112	-7	0	101
O=c1[nH]c(SCC2CCCCO2)nc2ccccc12 (centres undefined)	3	101	1	5	0.2	87	2	2	105
COC(=O)c1c(NC(=O)COc2ccc(Cl)cc2Cl)sc2c1CC(C)(C)NC2(C)C	7	100	0	10	1.8	84	24	1	120
C[C@@H]1CN([C@@H](C)CO)C(=O)Cc2cc(NS(=O)(=O)c3ccccc3)ccc2O[C@H]1CN(C)Cc1ccncc1	/	97	0	/	/	/	-2	9	/
Cn1c(CC(=O)c2ccc(Br)cc2)[n+](C)c2ccccc21	2	113	1	5	-1.8	99	16	1	99
O=[n+]1cc(-c2ccc(Br)cc2)n([O-])c2c1CCC2	1	107	2	-2	0.0	99	-9	-1	95
CCCNC(=O)OCCC12CC3CC(CC(C3)C1)C2	-1	104	0	-4	-0.4	104	6	-6	101
CCN(Cc1ccccc1)C(=O)Cc1c[nH]c2ccccc12	-6	101	0	-25	1.6	99	1	0	96
COCc1cc(C)c(C#N)c(=S)[nH]1	9	95	0	9	-2.0	106	-9	-5	99
CCOC(=O)CCCNC(=O)COC(=O)c1cccc(F)c1	4	116	0	9	3.1	90	4	-9	86
COc1ccc(CCNc2nc(-c3ccc(O)cc3)cs2)cc1OC	6	108	0	5	1.4	118	-3	9	99
O=C(OCCCN=C1NS(=O)(=O)c2ccccc21)C1CC(=O)N(c2ccc(Cl)cc2)C1 (centres undefined)	3	106	0	3	-2.2	90	15	-2	/
O=C(Oc1ccc(C(=S)N2CCOCC2)cc1)c1ccc(Br)cc1	-16	99	0	-6	-1.4	90	-23	6	100

3 entries already listed, sorted by the number in MEX-5 binding, lowest first:
SMILES,BCLXL inh,GRK2 aptamer HTS,MCL1 BIM primary,MEX-5 binding,CIT2 TOR yeast,VLA-4 inh,GLD-1 RNA inh,AGP1 TOR yeast
O=C(OCCCN=C1NS(=O)(=O)c2ccccc21)C1CC(=O)N(c2ccc(Cl)cc2)C1 (centres undefined),3,0,3,-2.2,90,15,-2,/
CCN(Cc1ccccc1)C(=O)Cc1c[nH]c2ccccc12,-6,0,-25,1.6,99,1,0,96
CCOC(=O)CCCNC(=O)COC(=O)c1cccc(F)c1,4,0,9,3.1,90,4,-9,86

Additional results follow.
SMILES	BCLXL inh	CR mimetic SO	GRK2 aptamer HTS	MCL1 BIM primary	MEX-5 binding	CIT2 TOR yeast	VLA-4 inh	GLD-1 RNA inh	AGP1 TOR yeast
Cc1ccc(CNC(=O)COC(=O)c2ccc(S(=O)(=O)NCc3ccco3)cc2)cc1	0	120	4	-9	/	103	0	-1	111
O=C(NCC(c1ccco1)N1CCc2ccccc2C1)c1c(F)cccc1F (centres undefined)	3	100	0	4	1.5	107	3	-1	108
CC(=O)Nc1c(-c2ccccc2)nc2ccc(Cl)cn12	5	101	1	7	-0.2	90	1	5	105
COc1ccc(CNC(=O)c2ccc(NC(=O)C3=CSCCO3)cc2)cc1	2	91	5	-3	3.0	112	4	3	99
O=C(CCS(=O)(=O)c1cccs1)Nc1ccc(C(=O)NC2CCN(Cc3ccccc3)CC2)cc1	7	104	0	8	-1.7	102	7	-1	101
Cc1ccc(NC(=S)NN2CCN(C)CC2)cc1	6	114	6	11	0.1	106	-2	7	98
CC1=NNC(=O)C1CCC(=O)N/N=C(\C)c1ccc(Cl)cc1 (centres undefined)	5	94	4	3	0.3	111	12	3	101
Cc1cc(C)n2nc(-c3cnn(C)c3C(F)(F)F)cc2n1	4	99	0	5	0.7	101	-2	-8	100
Cc1cc(C)nc(NC(=O)c2cc(-c3ccc4c(c3)OCO4)nc3ccccc23)c1	5	86	5	15	2.3	103	-14	-11	102
Cc1cc(C)n2c(Br)c(CSc3nc4ccccc4s3)nc2n1	15	103	2	4	-2.8	98	-2	5	98
COc1ccc(C(C2C(=O)CC(C)(C)CC2=O)C2C(=O)CC(C)(C)CC2=O)cc1COCC(F)(F)F	9	88	1	11	0.9	86	5	-5	94
CCCCOc1ccc(C(=O)Nc2ccc3c(c2)C(=O)NC3=O)cc1	3	104	0	0	1.4	103	-20	-4	99
CCN(CC)c1ccc2c(C)c(CO)c(=O)oc2c1	2	100	0	-3	0.1	86	2	7	/
C[C@@H]1CCCCCCCCC(=O)OCCN(C(=O)OC(C)(C)C)[C@H](C)CCCCCCCCC(=O)OCCN1C(=O)OC(C)(C)C	/	114	6	/	/	88	1	-5	91
CC(O)c1cccc(N=Cc2ccc3ccccc3c2O)c1 (centres undefined)	-7	101	0	-12	-11	86	16	-11	86
COc1ccc(-c2cc(C(=O)Nc3ccccc3O)c3ccccc3n2)cc1	6	84	0	6	-0.2	103	-1	1	112
COc1ccc(CC(=O)Nc2sc3c(c2C(N)=O)CCCC3)cc1OC	0	99	0	3	-0.2	106	4	6	105
COc1cc(NC(=O)COC(=O)c2ccc([N+](=O)[O-])s2)cc(OC)c1OC	/	143	3	/	/	110	4	4	114
CCOC(=O)CSc1nnc(-c2nnc(SCC(=O)OCC)n2CC)n1CC	-13	101	0	-14	-1.4	97	9	-1	100
O=C(NCCS(=O)(=O)N1CCN(c2ccccc2F)CC1)c1ccc(Br)o1	1	81	0	2	-2.1	100	18	7	95
